Bioassay records as filed in PubChem BioAssay.
GASC1 inh: KDM4C (human) demethylase inhibition; inhibition, % at 12.5 µM; GST-KDM4C 2-372, H3K9me3 peptide, LANCE TR-FRET; Q9H3R0; 96,000 tested, 0.15% active;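 active means mean replicate inhibition above about 25%, with at least 55% of replicates also reaching it, limit read from the data, passing the limit was not always enough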
Target sequence (Q9H3R0 2-372 limits assumed): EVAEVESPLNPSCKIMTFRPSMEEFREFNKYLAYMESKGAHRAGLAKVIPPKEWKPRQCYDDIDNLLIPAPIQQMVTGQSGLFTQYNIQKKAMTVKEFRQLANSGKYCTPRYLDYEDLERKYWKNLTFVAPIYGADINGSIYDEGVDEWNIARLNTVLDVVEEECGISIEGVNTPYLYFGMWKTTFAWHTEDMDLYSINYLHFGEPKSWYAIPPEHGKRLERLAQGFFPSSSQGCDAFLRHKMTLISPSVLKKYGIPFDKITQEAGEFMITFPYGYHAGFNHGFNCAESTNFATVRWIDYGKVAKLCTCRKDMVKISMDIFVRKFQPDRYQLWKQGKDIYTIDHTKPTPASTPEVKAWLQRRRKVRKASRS
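System: N-terminal GST-fused human GASC-1 (KDM4C) fragment, residues 2-372; amount: enzyme final amount 10 nM; incubation: reaction 30 min RT, detection step 1 h RT; medium: HEPES buffer, pH 7.5, plus ascorbate; technique: LANCE TR-FRET, Eu antibody, ULight-streptavidin, EDTA, ex 340 nm, em 618/671 nm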
Pf Dd2 growth: P. falciparum Dd2 growth inhibition | SYBR Green, 72 h; hits give low values | activity change, % at 10 µM | 94,000 tested, 2.3% active; in the data active means activity change below about -80%
T cruzi growth: blocks T. cruzi growth in NIH3T3 culture | T. cruzi beta-gal in NIH3T3, GalScreen luminescence, 90 h | inhibition, % at 8.34 µM | 77,000 tested, 5.9% active | AID 624255;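 active means mean inhibition above about 93%, with at least 55% of replicates each passing it, limit read from the data, passing the limit was not always enough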
C diff HTS: inhibitors of Clostridium difficile growth | AID 1259249 | Clostridium difficile clinical isolate growth, OD600, 24 h; hits give low values | growth activity, negative = inhibition, % at 16 µg/mL (by protocol) | 86,000 tested, 0.25% active;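 active means mean growth activity at or below -80% and every replicate also at or below -80%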;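 further: 0% = DMSO wells and -100% = levofloxacin 16 µg/mL wells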
The depositor's hits bear a star; . = no result given. Rows are unselected. Share with any hit: about 7%.

SMILES	GASC1 inh	Pf Dd2 growth	T cruzi growth	C diff HTS
CC(C)CC#Cc1cnc2c(c1)C(=O)N([C@H](C)CO)C[C@H](C)[C@@H](CN(C)S(=O)(=O)c1ccccc1)O2	-1.0	-41.9	90.0	-10.5
C[C@H]1CN([C@@H](C)CO)C(=O)Cc2cc(NS(C)(=O)=O)ccc2O[C@@H]1CN(C)Cc1ccc(Cl)c(Cl)c1	2.0	-32.0	70.3	4.5
CN(C)C(=O)[C@@H]1[C@@H](CO)[C@@H]2Cn3c(ccc(-c4cccc(F)c4)c3=O)[C@H]1N2CC1CC1	0.1	-3.7	24.9	0.4
C[C@@H]1CCCCO[C@H](CN(C)S(=O)(=O)c2ccc(F)cc2)[C@@H](C)CN([C@@H](C)CO)C(=O)c2cc(N(C)C)ccc2O1	3.1	-62.7	92.0	-7.8
COc1ccc(-c2ccc3n(c2=O)C[C@H]2[C@H](CO)[C@@H](C(=O)Nc4ccccc4)N(C)[C@@H]32)cc1	6.3	24.0	.	0.6
C[C@@H]1CCCCO[C@@H](CN(C)C)[C@@H](C)CN([C@H](C)CO)C(=O)c2cc(NS(C)(=O)=O)ccc2O1	0.4	.	7.8	-1.7
CCCN1C[C@H](C)[C@H](OC)CN(C)C(=O)c2cc(NC(=O)Nc3ccccc3F)ccc2OC[C@@H]1C	3.4	6.0	21.3	.
COCC#Cc1ccc2c(c1)O[C@@H](CN(C)Cc1ccccn1)[C@@H](C)CN([C@@H](C)CO)S2(=O)=O	1.8	-25.3	85.1	1.1
CC(C)c1cn(CC[C@H]2CC[C@@H](NC(=O)Nc3cc(Cl)cc(Cl)c3)[C@@H](CO)O2)nn1	-2.7	-45.1	2.1	.
C[C@H]1CN([C@@H](C)CO)C(=O)Cc2cc(NC(=O)Cc3ccccc3)ccc2O[C@H]1CN(C)C(=O)Nc1ccc2c(c1)OCO2	2.8	-12.8	2.8	-5.0

Part of the list above in a different format:
Under each structure: GASC1 inh | Pf Dd2 growth | T cruzi growth | C diff HTS
- COCC#Cc1ccc2c(c1)O[C@@H](CN(C)Cc1ccccn1)[C@@H](C)CN([C@@H](C)CO)S2(=O)=O
    1.8 | -25.3 | 85.1 | 1.1
- CC(C)c1cn(CC[C@H]2CC[C@@H](NC(=O)Nc3cc(Cl)cc(Cl)c3)[C@@H](CO)O2)nn1
    -2.7 | -45.1 | 2.1 | .

Going on with the list:
SMILES	GASC1 inh	Pf Dd2 growth	T cruzi growth	C diff HTS
C[C@H](CO)N1C[C@H](C)[C@@H](CN(C)S(=O)(=O)c2ccccc2)Oc2ccc(NC(=O)Cn3cnnn3)cc2CC1=O	0.7	-22.7	28.8	-5.0
COc1cccc(-c2cn(CC[C@H]3CC[C@@H](NC(C)=O)[C@H](CO)O3)nn2)c1	-0.8	12.1	-29.7	1.7
C[C@@H]1CN([C@@H](C)CO)C(=O)c2cc(C#C[C@@H](C)O)cnc2O[C@@H]1CN(C)Cc1ccccn1	-0.2	16.2	1.0	1.4
C[C@H]1CN([C@@H](C)CO)S(=O)(=O)c2ccc(-c3ccncc3)cc2O[C@@H]1CN(C)Cc1cncnc1	-0.6	0.2	108.2*	1.1
CO[C@@H]1CN(C)C(=O)c2ccc(NS(=O)(=O)CC(F)(F)F)cc2OC[C@@H](C)N(C(=O)c2ccc3c(c2)OCO3)C[C@@H]1C	0.7	20.5	-24.2	-0.3
O=C(C1CCOCC1)N1CC(=O)N2[C@H](CO)[C@@H](c3ccc(-c4cccnc4)cc3)[C@H]2C1	-1.2	30.3	.	0.6
CO[C@@H]1CN(C)C(=O)c2ccc(NC(C)=O)cc2OC[C@H](C)N(C(=O)CC2CC2)C[C@@H]1C	1.3	17.3	-23.4	.
Cc1noc(C)c1NC(=O)Nc1ccc2c(c1)C(=O)N([C@@H](C)CO)C[C@@H](C)[C@H](CN(C)Cc1ccc(Cl)c(Cl)c1)OCCCC[C@@H](C)O2	0.2	-48.8	85.8	2.3
CC(C)NC(=O)N(C)C[C@H]1Oc2ccc(NS(C)(=O)=O)cc2CC(=O)N([C@@H](C)CO)C[C@H]1C	-0.2	8.9	.	-2.7
C[C@@H]1CN([C@H](C)CO)C(=O)Cc2cc(NS(=O)(=O)c3ccccc3)ccc2O[C@@H]1CN(C)Cc1ccc(Oc2ccccc2)cc1	-0.5	4.4	76.5	29.4
C[C@H]1CN([C@@H](C)CO)C(=O)c2cc(/C=C/c3ccccc3)cnc2O[C@H]1CN(C)C(=O)Nc1ccc(C(F)(F)F)cc1	-1.7	-74.1	.	17.2
CN1C(=O)c2cc(NC(=O)C3CCCC3)ccc2OC[C@@H]2O[C@H](CC(=O)NCCc3ccncc3)CC[C@H]21	0.9	17.7	.	-13.5
O=C(c1cnccn1)N1CC(=O)N2[C@H](CO)[C@@H](c3ccc(C#CCc4ccccc4)cc3)[C@H]2C1	1.1	-51.2	.	-6.5
C[C@H]1CN([C@@H](C)CO)C(=O)c2cc(C#CC3CCCC3)cnc2O[C@H]1CN(C)Cc1ccncc1	1.7	8.3	-19.7	2.6
C[C@@H]1CN([C@H](C)CO)C(=O)c2cccc(NC(=O)C3CCCCC3)c2O[C@@H]1CN(C)Cc1ccc(C(=O)O)cc1	-3.8	20.3	10.0	-3.8
COc1ccc2c3c([nH]c2c1)[C@H](CO)N(S(C)(=O)=O)CC31CCN(C(=O)c2ccncc2)CC1	-1.6	-59.1	.	2.3
CCCN(C)C[C@H]1OCCCC[C@H](C)Oc2ccc(NS(=O)(=O)c3ccc(OC)cc3)cc2C(=O)N([C@H](C)CO)C[C@H]1C	1.3	-86.3*	81.6	1.2
C/C=C/c1ccc([C@@H]2[C@H](CO)N(C(=O)c3cnccn3)C23CN(C(=O)C2CCC2)C3)cc1	-0.1	-50.8	.	-8.1
C[C@H]1CN([C@@H](C)CO)C(=O)Cc2cc(NS(=O)(=O)c3ccccc3)ccc2O[C@H]1CN(C)Cc1ccncc1	-0.1	8.5	-4.3	-0.3
CO[C@H]1CN(C)C(=O)c2ccc(NC(=O)NC(C)C)cc2OC[C@H](C)N(Cc2cncnc2)C[C@@H]1C	0.3	.	-1.0	.
CO[C@@H](CN(C)S(=O)(=O)c1ccc(Cl)cc1)[C@@H](C)CN(C(=O)Nc1ccccc1F)[C@H](C)CO	-0.8	-27.8	3.5	.
C[C@H](CO)N1C[C@H](C)[C@H](CN(C)Cc2ccccc2C(=O)O)Oc2cc(-c3ccc(F)cc3)ccc2S1(=O)=O	3.7	13.7	.	-1.1
CO[C@H]1CN(C)C(=O)c2cc(NC(=O)NC(C)C)ccc2OC[C@@H](C)NC[C@@H]1C	-1.0	0.9	-43.7	-3.6
Cc1noc(C)c1S(=O)(=O)Nc1ccc2c(c1)C(=O)N([C@@H](C)CO)C[C@@H](C)[C@@H](CN(C)C(=O)NC(C)C)O2	1.4	24.7	-51.3	0.5
CC=Cc1ccc2n(c1=O)C[C@@H]1[C@@H](CO)[C@H](C(=O)N[C@@H](C)c3ccccc3)[C@H]2N1CC1CC1 (mixture of isomers)	1.7	3.7	-6.8	-6.0
O=C(Nc1ccc2c(c1)[C@@H]1C[C@@H](CC(=O)N3CCc4ccccc4C3)O[C@@H](CO)[C@@H]1O2)c1ccc2c(c1)OCO2	-1.6	-9.2	86.7	2.4
CCCC(=O)Nc1ccc2c(c1)C(=O)N(C)C[C@@H](OC)[C@@H](C)CN(C(=O)c1ccccc1F)[C@H](C)CO2	-1.2	10.3	-40.2	5.4
C[C@@H]1CN([C@H](C)CO)C(=O)CCCn2nncc2CO[C@@H]1CN(C)CC1CCCCC1	-0.3	19.4	-3.9	.
Cn1cnc(S(=O)(=O)N[C@@H]2CC[C@@H](CC(=O)NCC3CCCCC3)O[C@@H]2CO)c1	0.2	13.2	35.3	-1.8
COc1ccccc1NC(=O)N[C@@H]1C=C[C@H](CC(=O)N[C@H](C)c2ccccc2)O[C@H]1CO	1.6	20.6	-29.4	.
C[C@@H]1CN([C@@H](C)CO)C(=O)c2cc(NC(=O)CCCN(C)C)ccc2O[C@H]1CN(C)C(=O)Nc1cccc2ccccc12	2.4	-14.8	9.8	8.9
O=C(C[C@H]1CC[C@@H](NC(=O)Cc2cccnc2)[C@H](CO)O1)Nc1ccc(-c2ccccc2)cc1	0.3	-1.9	-19.5	.
COc1ccc(CN(C)C[C@@H]2OCCCC[C@H](C)Oc3ccc(NS(=O)(=O)c4cn(C)cn4)cc3C(=O)N([C@H](C)CO)C[C@@H]2C)cc1	22.9	-19.6	18.5	3.2
O=C(N[C@H]1CC[C@H](CCNC(=O)C2CCCC2)O[C@H]1CO)c1ccncc1	-1.9	-11.1	.	-1.0
C[C@H]1CN([C@@H](C)CO)C(=O)Cc2cc(NS(=O)(=O)c3ccc(F)cc3)ccc2O[C@H]1CN(C)C(=O)Nc1ccccc1	-1.7	19.5	1.7	-2.6
COc1ccc(S(=O)(=O)Nc2ccc3c(c2)C(=O)N([C@H](C)CO)C[C@@H](C)[C@H](CN(C)S(=O)(=O)c2cccs2)OCCCC[C@@H](C)O3)cc1	3.4	-62.2	79.8	-7.1
C[C@@H]1CN([C@H](C)CO)C(=O)c2cccc(NS(=O)(=O)c3ccc(F)cc3)c2O[C@@H]1CN(C)C	-1.3	9.5	.	3.7
CCC(=O)N(C)C[C@@H]1Oc2ncc(C#CCC(C)C)cc2C(=O)N([C@H](C)CO)C[C@@H]1C	-0.7	22.8	80.2	-6.9
C[C@@H]1CCCCO[C@H](CN(C)C(=O)NC2CCCCC2)[C@@H](C)CN([C@H](C)CO)C(=O)c2cc(NS(C)(=O)=O)ccc2O1	-0.2	5.7	32.1	.
C[C@@H]1CN([C@@H](C)CO)C(=O)c2cccc(NS(=O)(=O)c3cn(C)cn3)c2O[C@H]1CN(C)Cc1ccncc1	-0.2	12.7	.	-2.0

Single records, from the list above. Order of screens: GASC1 inh | Pf Dd2 growth | T cruzi growth | C diff HTS
C[C@@H]1CN([C@H](C)CO)C(=O)c2cccc(NS(=O)(=O)c3ccc(F)cc3)c2O[C@@H]1CN(C)C reads -1.3 | 9.5 | . | 3.7
COc1ccc(CN(C)C[C@@H]2OCCCC[C@H](C)Oc3ccc(NS(=O)(=O)c4cn(C)cn4)cc3C(=O)N([C@H](C)CO)C[C@@H]2C)cc1 reads 22.9 | -19.6 | 18.5 | 3.2
C[C@H]1CN([C@@H](C)CO)C(=O)Cc2cc(NS(=O)(=O)c3ccc(F)cc3)ccc2O[C@H]1CN(C)C(=O)Nc1ccccc1 reads -1.7 | 19.5 | 1.7 | -2.6
COc1ccc(S(=O)(=O)Nc2ccc3c(c2)C(=O)N([C@H](C)CO)C[C@@H](C)[C@H](CN(C)S(=O)(=O)c2cccs2)OCCCC[C@@H](C)O3)cc1 reads 3.4 | -62.2 | 79.8 | -7.1

(next part)
SMILES	GASC1 inh	Pf Dd2 growth	T cruzi growth	C diff HTS
COc1cccc(NC(=O)N(C)C[C@@H]2Oc3cc(C#CC4(O)CCCC4)ccc3S(=O)(=O)N([C@H](C)CO)C[C@@H]2C)c1	-1.8	-14.9	.	5.8
CN(C)CC(=O)Nc1ccc2c(c1)[C@@H]1C[C@@H](CC(=O)N3CCCCC3)O[C@@H](CO)[C@@H]1O2	0.2	18.4	-0.8	-0.8
COCC(=O)N1CC(=O)N2[C@H](CO)[C@H](c3ccc(C#CC4CC4)cc3)[C@@H]2C1	-1.5	8.7	.	13.9
O=C(C[C@@H]1CC[C@@H]2[C@H](COC[C@H](O)CN2S(=O)(=O)c2ccc(F)cc2)O1)N[C@H]1CCN(Cc2ccccc2)C1	1.1	-12.4	22.3	1.2
CCC(=O)Nc1ccc2c(c1)OC[C@H](C)N(C(=O)c1cnccn1)C[C@H](C)[C@H](OC)CN(C)C2=O	-0.4	18.3	-30.1	1.8
OC[C@@H]1[C@H](c2ccc(C#CC3(O)CCCC3)cc2)[C@@H]2CN(Cc3ccncc3)CCCCN12	2.0	9.1	-3.1	4.5
C[C@@H]1CN([C@@H](C)CO)C(=O)CCCn2nncc2CO[C@@H]1CN(C)S(=O)(=O)c1ccc2c(c1)OCCCO2	.	2.0	-92.5	.
COc1cccc(CNC(=O)C[C@@H]2C=C[C@@H](NC(=O)C3CCC3)[C@H](CO)O2)c1	-0.5	20.1	-50.1	.
C[C@H]1CN([C@@H](C)CO)S(=O)(=O)c2ccc(C3=CCCCC3)cc2O[C@H]1CN(C)C(=O)Cc1ccccc1	0.9	-41.2	85.0	8.1
O=C(C1CCCCC1)N1CC[C@@H]2[C@H](CO)Nc3ccc(Br)cc3[C@@H]21	-5.8	-50.8	82.8	-2.5
CC(C)N(C[C@H]1N[C@H](CO)[C@@H]1c1ccccc1)C(=O)CN1CCOCC1	0.5	0.7	0.1	1.9
COCCNC(=O)C[C@H]1C=C[C@@H](NC(=O)NC2CCCCC2)[C@H](CO)O1	-3.5	-9.3	.	-3.0
C[C@@H](O)C#Cc1cnc2c(c1)C(=O)N([C@@H](C)CO)C[C@H](C)[C@H](CN(C)C(=O)c1ccccc1)O2	15.5	37.6	91.7	-1.4
C[C@@H]1CN([C@H](C)CO)C(=O)Cc2cc(NC(=O)c3ccncc3)ccc2O[C@H]1CN(C)C(=O)Nc1ccc2c(c1)OCO2	0.2	8.4	4.7	1.9
CCC(=O)Nc1ccc2c(c1)C(=O)N(C)[C@H]1CC[C@H](CC(=O)N3CCc4ccccc4C3)O[C@H]1CO2	0.1	-9.6	-41.3	-2.4
